Mtb BioA inh – M. tuberculosis BioA enzyme inhibitors, primary screen, biochemical, plate reader, single point, HTS; AID 602481, 2012; inhibition, % at 9.99 µM; actives 0.096% (n = 360,000); purified M. tuberculosis BioA enzyme; in the data active means inhibition above about 40%
An asterisk follows results filed as active; & = joins results of further samples.

SMILES	Mtb BioA inh
COc1ccc(NC(=O)N(C)C[C@H]2OCCCC[C@H](C)Oc3ccc(NS(=O)(=O)c4cccs4)cc3C(=O)N([C@@H](C)CO)C[C@@H]2C)cc1	-6.5
C[C@H](CO)N1C[C@H](C)[C@H](CN(C)CC2CCCCC2)Oc2ccc(NC(=O)Cc3ccccc3)cc2CC1=O	-2.0
C[C@@H](O)C#Cc1ccc([C@H]2[C@@H](CO)N3CCCCN(S(=O)(=O)c4ccccc4)C[C@@H]23)cc1	1.7
COc1cccc(S(=O)(=O)Nc2ccc3c(c2)[C@H]2C[C@H](CC(=O)N[C@@H](C)c4ccccc4)O[C@@H](CO)[C@H]2O3)c1	2.7
C[C@H]1CN([C@@H](C)CO)S(=O)(=O)c2ccc(C3=CCCC3)cc2O[C@H]1CN(C)C(=O)c1ccccc1	-1.6
C[C@@H]1CN([C@H](C)CO)C(=O)c2cc(NC(=O)CCCN(C)C)ccc2O[C@@H](C)CCCCO[C@@H]1CN(C)S(=O)(=O)c1ccc(Cl)cc1	1.2
C[C@@H]1CN([C@@H](C)CO)S(=O)(=O)c2ccc(-c3ccccc3)cc2O[C@@H]1CN(C)C(=O)Nc1ccccc1F	-2.2
CN1C[C@H]2[C@@H](c3ccccc31)[C@@H](CO)N2C(=O)CN1CCOCC1	0.4
COc1ccc(S(=O)(=O)Nc2ccc3c(c2)C(=O)N([C@@H](C)CO)C[C@@H](C)[C@H](CN(C)S(=O)(=O)c2cccs2)OCCCC[C@@H](C)O3)cc1	-2.4
C[C@@H]1CN([C@@H](C)CO)C(=O)Cc2cc(NC(=O)Cn3cnnn3)ccc2O[C@H]1CN(C)S(=O)(=O)c1cn(C)cn1	-0.4
O=C(Nc1ccccc1F)N1[C@H](CO)[C@@H]2c3ccccc3NC[C@@H]21	-2.2
COCCOC(=O)N1C(=O)[C@@]2(c3cc(C#CCNC(N)=O)ccc31)[C@H](C(=O)N1CCN(c3ncccn3)CC1)[C@H]1C(=O)O[C@H](c3ccccc3)[C@H](c3ccccc3)N1[C@@H]2c1ccccc1OCCO	-2.4
C[C@H]1CN([C@@H](C)CO)C(=O)Cc2cc(NC(=O)Nc3ccc(F)cc3)ccc2O[C@H]1CN(C)CC1CC1	-0.5
COc1ccc(NC(=O)Nc2cccc3c2O[C@H](CN(C)C(=O)Nc2ccc(F)cc2)[C@@H](C)CN([C@H](C)CO)C3=O)cc1	-2.4
C[C@H](CO)N1C[C@H](C)[C@H](CN(C)Cc2ccc(C(=O)O)cc2)Oc2ccc(NC(=O)Cc3ccccc3)cc2CC1=O	0.9
CNC[C@H]1OCCCC[C@@H](C)Oc2ccc(NS(=O)(=O)c3ccc(OC)cc3)cc2C(=O)N([C@H](C)CO)C[C@H]1C	-1.0
C[C@H]1CCCCO[C@@H](CN(C)Cc2ccc3c(c2)OCO3)[C@@H](C)CN([C@@H](C)CO)C(=O)c2cc(NS(=O)(=O)c3ccc(Cl)cc3)ccc2O1	1.4&0.4
CC(C)NC(=O)N(C)C[C@@H]1Oc2c(NS(C)(=O)=O)cccc2C(=O)N([C@@H](C)CO)C[C@H]1C	-4.3
C[C@@H]1CN([C@H](C)CO)C(=O)c2cc(-c3cccc(F)c3)cnc2O[C@@H]1CN(C)CC1CCOCC1	-1.8
C[C@@H]1CN([C@H](C)CO)S(=O)(=O)c2ccc(C#CC3CCCC3)cc2O[C@@H]1CN(C)C(=O)Cc1ccncc1	1.0
C[C@@H]1CN([C@@H](C)CO)C(=O)CCCn2nncc2CO[C@@H]1CN(C)Cc1ccc2c(c1)OCCO2	-1.8
COc1ccc(CN(C)C[C@@H]2OCCCC[C@@H](C)Oc3ccc(NC(=O)Nc4c(C)noc4C)cc3C(=O)N([C@H](C)CO)C[C@@H]2C)cc1	1.5
COc1ccccc1-c1cnc2c(c1)C(=O)N([C@@H](C)CO)C[C@@H](C)[C@@H](CN(C)Cc1ccccc1)O2	5.2
Cc1noc(C)c1S(=O)(=O)Nc1ccc2c(c1)C(=O)N([C@@H](C)CO)C[C@H](C)[C@H](CN(C)C(=O)CCCN(C)C)OCCCC[C@H](C)O2	17
COc1ccc(S(=O)(=O)N(C)C[C@H]2OCCCC[C@@H](C)Oc3ccc(NC(=O)c4ccncc4)cc3C(=O)N([C@@H](C)CO)C[C@@H]2C)cc1	-1.0
CC(C)NC(=O)N(C)C[C@H]1Oc2cc(C#Cc3ccc(F)cc3)ccc2S(=O)(=O)N([C@@H](C)CO)C[C@@H]1C	0.7
O=C(C[C@H]1C=C[C@@H](NS(=O)(=O)c2ccc(F)cc2)[C@@H](CO)O1)NCc1ccc(Cl)c(Cl)c1	-1.5
C[C@H](CO)N1C[C@H](C)[C@@H](CN(C)Cc2ccc(Oc3ccccc3)cc2)Oc2c(NC(=O)C3CCOCC3)cccc2C1=O	-1.2
O=C(C[C@@H]1C[C@H]2c3cc(NC(=O)C4CCOCC4)ccc3O[C@H]2[C@@H](CO)O1)NCc1ccccn1	-0.1
C[C@@H]1CCCCO[C@@H](CN(C)C(=O)c2ccccc2)[C@@H](C)CN([C@@H](C)CO)C(=O)c2cc(NS(=O)(=O)c3ccc(Cl)cc3)ccc2O1	-1.6

Of the compounds above, two contain a thiophene ring, fused or not.
SMILES	Mtb BioA inh
COc1ccc(NC(=O)N(C)C[C@H]2OCCCC[C@H](C)Oc3ccc(NS(=O)(=O)c4cccs4)cc3C(=O)N([C@@H](C)CO)C[C@@H]2C)cc1	-6.5
COc1ccc(S(=O)(=O)Nc2ccc3c(c2)C(=O)N([C@@H](C)CO)C[C@@H](C)[C@H](CN(C)S(=O)(=O)c2cccs2)OCCCC[C@@H](C)O3)cc1	-2.4

Other compounds follow:
SMILES	Mtb BioA inh
CCC(=O)N(C)C[C@@H]1Oc2cc(C#CC(C)C)ccc2S(=O)(=O)N([C@H](C)CO)C[C@@H]1C	-4.5
CC(=O)NCCCC[C@@H]1NC(=O)[C@H]2C[C@@H](C(=O)NCCCCCCNC(=O)CS)[C@@H](c3ccc(O)cc3)N2C1=O	-0.2
CN1c2ccc(-c3cccc(F)c3)cc2[C@H]2[C@H](CCN2C(=O)c2ccccc2F)[C@@H]1CO	10
CN(C)C(=O)c1cccc(-c2ccc([C@H]3[C@@H](C#N)N(C(=O)C4CC4)[C@@H]3CO)cc2)c1	-0.3
CNC[C@@H]1Oc2c(NS(=O)(=O)c3ccc(F)cc3)cccc2C(=O)N([C@H](C)CO)C[C@@H]1C	-1.2
CCS(=O)(=O)N1CCCCN2[C@H](C1)[C@@H](c1ccc(C#Cc3ccccn3)cc1)[C@@H]2CO	0.5
Cc1ccc(S(=O)(=O)N(C)C[C@@H]2Oc3ncc(-c4ccccc4)cc3C(=O)N([C@@H](C)CO)C[C@@H]2C)cc1	-0.6
C[C@H](NC(=O)C[C@H]1C[C@H]2c3cc(NC(=O)c4cccnc4)ccc3O[C@H]2[C@@H](CO)O1)c1ccccc1	-0.2
C[C@H](NC(=O)C[C@@H]1CC[C@@H](NC(=O)Cc2ccccn2)[C@@H](CO)O1)c1ccccc1	-2.4
CCCNC(=O)N[C@H]1C=C[C@H](CC(=O)NC2CCC2)O[C@H]1CO	3.2
CO[C@@H]1CN(C)C(=O)c2ccc(NC(C)=O)cc2OC[C@H](C)N(C(=O)Cc2cccnc2)C[C@H]1C	0.5
COc1ccc(C#Cc2ccc3c(c2)[C@H]2[C@H](CCN2S(=O)(=O)c2ccc(OC)cc2)[C@@H](CO)N3C)cc1	-1.5
C[C@@H]1CN([C@@H](C)CO)S(=O)(=O)c2ccc(-c3cccc(C(=O)N(C)C)c3)cc2O[C@@H]1CN(C)C	-1.3
OC[C@@H]1[C@H](c2ccc(C3=CCCC3)cc2)[C@H]2CN(Cc3cccnc3)CCCCN12	3.9
COc1ccc(CN(C)C[C@H]2OCCCC[C@@H](C)Oc3ccc(NC(=O)Nc4ccc(C(F)(F)F)cc4)cc3C(=O)N([C@@H](C)CO)C[C@@H]2C)cc1	-1.3

Single entries from the results shown:
For Mtb BioA inh, `C[C@@H]1CN([C@@H](C)CO)S(=O)(=O)c2ccc(-c3cccc(C(=O)N(C)C)c3)cc2O[C@@H]1CN(C)C` has the entry -1.3
For Mtb BioA inh, `COc1ccc(C#Cc2ccc3c(c2)[C@H]2[C@H](CCN2S(=O)(=O)c2ccc(OC)cc2)[C@@H](CO)N3C)cc1` has the entry -1.5

Further results.
SMILES	Mtb BioA inh
Cc1ccc(S(=O)(=O)Nc2ccc3c(c2)C(=O)N([C@H](C)CO)C[C@H](C)[C@@H](CN(C)Cc2ccncc2)OCCCC[C@H](C)O3)cc1	1.2
C[C@@H]1CN([C@H](C)CO)S(=O)(=O)c2ccc(-c3cccc(C#N)c3)cc2O[C@@H]1CN(C)C	0.8
CCCC(=O)Nc1ccc2c(c1)OC[C@H](C)N(C(=O)C1CCCC1)C[C@H](C)[C@H](OC)CN(C)C2=O	-0.4
C[C@H]1CCCCO[C@@H](CN(C)CC2CC2)[C@@H](C)CN([C@@H](C)CO)C(=O)c2cc(NC(=O)c3ccccc3)ccc2O1	1.6
Cc1ccc(S(=O)(=O)Nc2ccc3c(c2)C(=O)N([C@@H](C)CO)C[C@@H](C)[C@H](CN(C)C(=O)c2ccncc2)OCCCC[C@@H](C)O3)cc1	1.4
C[C@H](CO)N1C[C@H](C)[C@H](CN(C)Cc2ccc(Oc3ccccc3)cc2)Oc2ccc(NC(=O)Nc3ccccc3)cc2C1=O	-0.6
C[C@H]1CN([C@@H](C)CO)C(=O)Cc2cc(N(C)C)ccc2O[C@@H]1CN(C)S(C)(=O)=O	0.2
CO[C@@H]1CN(C)C(=O)c2ccc(NC(=O)c3nc4ccccc4s3)cc2OC[C@H](C)N(Cc2cccnc2)C[C@H]1C	-0.2
C[C@H](CO)N1C[C@H](C)[C@H](CN(C)Cc2ccc(-c3ccccc3)cc2)Oc2ccc(NC(=O)CCC(F)(F)F)cc2CC1=O	-0.6
C[C@H]1CN([C@@H](C)CO)C(=O)c2cc(NS(C)(=O)=O)ccc2O[C@@H]1CN(C)C(=O)Nc1ccc2c(c1)OCO2	-0.4
C[C@H](CO)N1C[C@H](C)[C@H](CN(C)S(=O)(=O)c2ccccc2)Oc2ccc(N(C)C)cc2CC1=O	0.7
C[C@H](NC(=O)C[C@H]1CC[C@H]2[C@@H](COC[C@@H](O)CN2C(=O)Nc2cccc(Cl)c2)O1)c1ccccc1	1.9
CCCNC(=O)C[C@@H]1CC[C@H]2[C@H](COc3ccc(NC(=O)c4cccc(F)c4)cc3C(=O)N2C)O1	1.9
C[C@H]1CN([C@@H](C)CO)S(=O)(=O)c2ccc(-c3ccccc3)cc2O[C@H]1CN(C)C	0.6
CO[C@@H]1CN(C)C(=O)c2ccc(NC(=O)C3CC3)cc2OC[C@H](C)NC[C@H]1C	6.2

Of the compounds above, two contain a cyano group:
SMILES	Mtb BioA inh
CN(C)C(=O)c1cccc(-c2ccc([C@H]3[C@@H](C#N)N(C(=O)C4CC4)[C@@H]3CO)cc2)c1	-0.3
C[C@@H]1CN([C@H](C)CO)S(=O)(=O)c2ccc(-c3cccc(C#N)c3)cc2O[C@@H]1CN(C)C	0.8

Later entries.
SMILES	Mtb BioA inh
Cc1noc(C)c1S(=O)(=O)Nc1ccc2c(c1)C(=O)N([C@H](C)CO)C[C@@H](C)[C@@H](CN(C)S(=O)(=O)c1ccccc1)O2	-0.6
CN(C)CC(=O)Nc1ccc2c(c1)[C@@H]1C[C@@H](CC(=O)N(C)C)O[C@@H](CO)[C@@H]1O2	-3.8
O=C(C[C@H]1CC[C@@H]2[C@H](COC[C@@H](O)CN2Cc2nccs2)O1)NCc1ccccc1Cl	-0.8
Cc1noc(C)c1NC(=O)N(C)C[C@@H]1Oc2ccc(NC(=O)Cc3cn(C)c4ccccc34)cc2C(=O)N([C@H](C)CO)C[C@@H]1C	-1.5
C[C@H](NC(=O)C[C@@H]1C[C@H]2c3cc(NC(=O)Nc4ccc(C(F)(F)F)cc4)ccc3O[C@H]2[C@H](CO)O1)c1ccccc1	0.2
CO[C@H](CN(C)S(=O)(=O)c1cccc(Cl)c1)[C@@H](C)CN([C@H](C)CO)S(=O)(=O)c1ccc(Cl)cc1	0.4
C[C@H](CO)N1C[C@H](C)[C@H](CN(C)CC2CCOCC2)Oc2cc(-c3cccnc3)ccc2S1(=O)=O	0.1
C[C@@H]1CN([C@@H](C)CO)C(=O)c2cc(NS(=O)(=O)c3cn(C)cn3)ccc2O[C@H]1CN(C)S(=O)(=O)c1ccc(Cl)cc1	2.1
CN1c2ccc(Br)cc2[C@H]2[C@H](CCN2C(=O)Nc2cccc(F)c2)[C@H]1CO	4.0
COc1ccc(CNC(=O)C[C@H]2C[C@H]3c4cc(N(C)C)ccc4O[C@H]3[C@H](CO)O2)cc1	-1.2
O=C(Nc1ccc(F)cc1)N1CCCCN2[C@H](C1)[C@@H](c1ccc(C#CC3CC3)cc1)[C@@H]2CO	1.1
CC(C)C#Cc1ccc([C@H]2[C@@H](C#N)N(C(=O)c3ccccn3)[C@@H]2CO)cc1	-2.6
C[C@@H]1CCCCO[C@@H](CN(C)Cc2ccncc2)[C@@H](C)CN([C@H](C)CO)C(=O)c2cc(NS(=O)(=O)c3ccccc3)ccc2O1	0.9
CC(C)NC(=O)Nc1ccc2c(c1)CC(=O)N([C@H](C)CO)C[C@H](C)[C@H](CN(C)C)O2	2.9
CO[C@@H]1CN(C)C(=O)c2ccc(NS(=O)(=O)c3cccc(F)c3)cc2OC[C@H](C)N(C(=O)Cc2cccnc2)C[C@@H]1C	-0.4
CNC(=O)C[C@H]1CC[C@@H]2[C@@H](COc3ccc(NC(=O)c4cscn4)cc3C(=O)N2C)O1	0.5
CN(C)C(=O)[C@@H]1N[C@@H]2c3ccc(-c4ccc(F)cc4)c(=O)n3C[C@@H]2[C@H]1CO	0.8
CC(C)NC(=O)N(C)C[C@@H]1Oc2ncc(C#CC3CCCC3)cc2C(=O)N([C@H](C)CO)C[C@H]1C	-0.9

Some of the compounds tested; the hit share may differ from the screen's.
